Screening data deposited in PubChem BioAssay by several laboratories.
FAS-TE inh: FAS thioesterase (human) inhibition. P49327. recombinant FAS-TE, OMFH fluorogenic substrate, fluorescence endpoint. inhibition, % at 15 µM. 360,000 tested, 0.67% active. AID 602261;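 active = compounds whose normalised, plate-corrected inhibition of enzyme fluorescence in the single-dose primary screen is 50% or more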;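 also: 0% = DMSO with enzyme and 100% = substrate without enzyme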
SKN-1 block: inhibitors of C. elegans SKN-1 | C. elegans VP596 Pgst-4::GFP/RFP ratio, acrylamide-induced, 24 h | inhibition, % at 21.8 µM | 360,000 tested, 0.49% active | AID 624304;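 active = interference check ratio from 0.5 to 1.5 plus GFP to RFP signal ratio inhibition reaching or exceeding a fixed threshold, cut at about 30% in these data, passing the limit was not always enough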; also: some compounds called inactive have numbers as strong as hits
Rpn11 block: blocks the human proteasome subunit Rpn11; O00487; human 26S proteasome, Ub4-pepOG fluorescence polarization; 20S core pre-blocked with epoxomicin; calls only at 20 µM; 360,000 tested, 0.59% active; AID 588493;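 active = inhibition at 20 µM, scaled to each plate's controls, above about 33%, limit read from the data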
Target sequence (O00487 whole entry, looked up): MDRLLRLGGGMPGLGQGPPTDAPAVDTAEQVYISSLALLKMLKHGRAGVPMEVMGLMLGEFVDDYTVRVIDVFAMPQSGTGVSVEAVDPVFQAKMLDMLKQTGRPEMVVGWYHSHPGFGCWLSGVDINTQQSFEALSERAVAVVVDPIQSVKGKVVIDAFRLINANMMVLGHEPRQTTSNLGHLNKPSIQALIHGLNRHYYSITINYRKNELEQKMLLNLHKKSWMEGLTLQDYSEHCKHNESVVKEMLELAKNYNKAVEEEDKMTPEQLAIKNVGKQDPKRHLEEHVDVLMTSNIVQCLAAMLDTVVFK
Rin1-Abl PPI inh: inhibitors of human Rin1-Abl protein interaction | 360,000 tested, 0.4% active | P00519+Q13671 | inhibition, % at 7.35 µM | TR-FRET Rin1/Abl binding, biochemical; in the data active = inhibition above about 5%, passing the limit was not always enough
CSN deneddyl inh: CSN deneddylation inhibition; inhibition, % at 12.5 µM; Purified CSN, SCF-Nedd8-OG deneddylation, fluorescence polarization; 360,000 tested, 0.38% active;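 active = pattern-corrected inhibition above about 35%, with an unprinted fluorescence ratio check between 0.5 and 1.5, limit read from the data, passing the limit was not always enough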;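 also: 0% = enzyme with substrate and 100% = substrate without enzyme; some results filed as inactive read as strong as hits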
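Assay system: HEK293T-derived human Csn5 enzyme; quantity: 0.24 nM enzyme; medium: Tris/NaCl/DTT buffer, pH 7.5; also added: substrate SCFSkp2-Nedd8OG, 10 nM; doses: 12.5 µM compound; schedule: 90 min reaction at room temperature; signal: FP; read-out: % inhibition of substrate cleavage by Csn5; benchmarks: substrate-only high control, full reaction low control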
MLLE-PAM2 inh: inhibitors of microRNA-mediated deadenylation, human PABP1 MLLE binding | P11940 | GST-MLLE / FITC-PAM2 fluorescence polarization | inhibition, % at 20 µM | 360,000 tested, 0.36% active | AID 588489; in the data active = inhibition above about 35%, passing the limit was not always enough;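 also: plate controls were DMSO wells with GST-MLLE for no effect and wells lacking GST-MLLE protein for full effect; some results filed as inactive read as strong as hits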
Neddyl block: blocks human cullin neddylation. 360,000 tested, 0.58% active. TR-FRET cullin neddylation, biochemical. calls only at 25 µM. AID 651699; in the data active = inhibition above about 36%
Target sequence (P61081 whole entry, looked up): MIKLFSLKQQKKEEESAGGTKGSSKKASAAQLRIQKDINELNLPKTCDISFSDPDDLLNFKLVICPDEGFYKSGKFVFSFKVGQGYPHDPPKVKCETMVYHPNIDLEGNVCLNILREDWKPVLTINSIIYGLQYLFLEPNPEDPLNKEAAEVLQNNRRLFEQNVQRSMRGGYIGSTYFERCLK
Target sequence (Q13564 whole entry, looked up): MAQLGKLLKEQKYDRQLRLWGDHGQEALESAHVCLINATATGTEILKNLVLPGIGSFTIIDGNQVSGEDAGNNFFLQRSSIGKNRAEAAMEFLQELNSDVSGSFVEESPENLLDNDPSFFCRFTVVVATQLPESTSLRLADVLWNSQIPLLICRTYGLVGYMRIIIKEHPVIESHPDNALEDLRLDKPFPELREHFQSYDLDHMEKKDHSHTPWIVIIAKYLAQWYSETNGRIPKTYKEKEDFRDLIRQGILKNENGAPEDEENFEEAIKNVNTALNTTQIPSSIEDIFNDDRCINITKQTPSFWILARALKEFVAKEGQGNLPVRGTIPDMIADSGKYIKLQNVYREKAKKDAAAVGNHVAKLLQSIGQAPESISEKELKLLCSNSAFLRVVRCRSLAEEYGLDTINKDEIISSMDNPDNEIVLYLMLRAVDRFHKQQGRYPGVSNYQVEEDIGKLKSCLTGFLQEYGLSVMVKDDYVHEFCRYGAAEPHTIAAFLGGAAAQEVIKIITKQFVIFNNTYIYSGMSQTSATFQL
NadD block: inhibitors of Staphylococcus aureus NadD; AID 602399; 360,000 tested, 0.78% active; purified NadD enzyme, colorimetric absorbance read-out; inhibition, % at 20 µM; in the data active = inhibition above about 26%; also: some compounds past the cut are filed as inactive
MT1-MMP act inh: blocks activation of human MT1-MMP | P50281 | HT1080 RFP-PRO-GFP cells, GFP/RFP ratio fluorescence, overnight; percent of plate control window, DMSO zero | GFP/RFP ratio change, % at 20 µM | 360,000 tested, 0.061% active | AID 651647;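 active = GFP/RFP ratio change of at least 30% with cell ATP level not reduced by more than half and red fluorescence within 50% of control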; also: strong numbers were not always called active
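Assay system: HT1080 RFP-PRO-GFP cells. Benchmarks: DMSO vehicle wells and RFP-L50D-GFP reporter cell wells. Times: overnight cell settling, then overnight compound exposure, 37 °C, 5% CO2. Compound: 20 µM single dose, 1% DMSO. Read-out basis: GFP/RFP fluorescence ratio.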
Numbers without * were called inactive; i = inactive; nt = no result given.

SMILES	FAS-TE inh	SKN-1 block	Rpn11 block	Rin1-Abl PPI inh	CSN deneddyl inh	MLLE-PAM2 inh	Neddyl block	NadD block	MT1-MMP act inh
NC(N)=Nc1nc2ccc([N+](=O)[O-])cc2[nH]1	0	-4	i	0	0	4	i	-6	-2
CCCCN(C(=O)Cc1cccs1)c1nnc(-c2cccnc2)s1	3	-21	i	0	0	-1	i	3	-2
COc1cc(CO)ccc1OCC(=O)N1CCc2ccccc21	-2	12	i	1	-1	-1	i	-3	1
Cc1ccc(NS(=O)(=O)c2ccc(OCC(=O)NCc3ccccn3)cc2)cc1	-1	13	i	0	-1	3	i	-3	0
COC(=O)CCCC1=CC2=CC(=O)C(C)(OC(=O)c3cccs3)C(=O)C2=CN1CCCCO (stereo unspecified)	-14	13	i	0	-3	20	i	0	5
CCCOC(=O)c1cc2ccccc2oc1=O	-4	-3	i	-4	3	5	i	-5	3
CC(C)Oc1ccc(C(=O)NCC(=O)N2CCN(S(=O)(=O)/C=C/c3ccccc3)CC2)cc1	6	-15	i	1	0	2	i	3	6
O=C(NCc1n[nH]c(=S)n1-c1ccc(F)cc1)c1ccco1	-6	3	i	0	1	-16	i	0	6
Cc1ccc(C(=O)CC2(O)C(=O)N(CCc3ccccc3)c3ccc(Br)cc32)o1 (stereo unspecified)	14	12	i	-3	2	-5	i	-3	-1
Cc1ccc(-n2[nH]c(C)c(/C=N/Nc3ccc([N+](=O)[O-])cc3[N+](=O)[O-])c2=O)cc1	55*	14	i	0	-4	-43	i	6	22
O=C(O)CC(NC(=O)OCc1ccccc1)c1ccc(Br)cc1 (stereo unspecified)	2	15	i	-3	-6	7	i	-4	7
CC(C)C(=O)NC(c1cccc([N+](=O)[O-])c1)c1ccc2cccnc2c1O (stereo unspecified)	9	8	i	4	1	-6	i	1	7
O=C(N1CCOCC1)C12OC3CC(CC(C3)O1)O2	-3	13	i	2	3	3	i	1	6
Cc1cc(C)nc(SCc2cn3c(C)cccc3n2)n1	-2	-7	i	-3	2	6	i	-8	-1
Cc1c(C(=O)N2CCN(c3ccccc3)CC2)oc2c(F)cccc12	23	30	i	3	-4	-7	i	-3	3

Single values from the results shown.
In MT1-MMP act inh, NC(N)=Nc1nc2ccc([N+](=O)[O-])cc2[nH]1 is listed with -2
In FAS-TE inh, COc1cc(CO)ccc1OCC(=O)N1CCc2ccccc21 is listed with -2

Additional records.
SMILES	FAS-TE inh	SKN-1 block	Rpn11 block	Rin1-Abl PPI inh	CSN deneddyl inh	MLLE-PAM2 inh	Neddyl block	NadD block	MT1-MMP act inh
COc1ccc(S(=O)(=O)N(CC(=O)NCc2ccco2)c2ccccc2OC)cc1	-2	10	i	3	3	1	i	-6	-1
c1ccc(Nc2nnc(SCc3cccc4ccccc34)s2)cc1	22	17	i	0	1	4	i	3	2
CCOC(=O)C1=C(COC(=O)/C=C/c2ccc(F)cc2)NC(=O)NC1C (stereo unspecified)	-9	1	i	-4	2	-9	i	2	3
O=C(O)c1cccc(NC(=O)C2CCCO2)c1 (stereo unspecified)	-4	-10	i	-2	0	-5	i	0	1
Fc1ccc(-c2ccc(NCCN3CCOCC3)nn2)cc1	-5	-23	i	1	-2	-5	i	-3	1
O=C(NC1CCN(C(=O)Nc2ccccc2Cl)CC1)c1ccco1	-4	25	i	1	1	-5	i	-4	-6
Cc1ccc2nsnc2c1NC(=S)NC(=O)c1ccco1	-7	1	i	-3	3	33	i	-4	-2
Cc1cc(NC(=O)CCC(=O)N(Cc2cccs2)C(C(=O)NC2CCCC2)c2ccncc2)no1 (stereo unspecified)	0	-4	i	3	3	4	i	-3	5
Cc1cc(C(=O)OCC(=O)Nc2ccccc2Br)c(C)o1	9	7	i	-4	5	0	i	1	4
CCc1ccc(OCC(=O)N/N=C\c2ccco2)c([N+](=O)[O-])c1	-6	-4	i	-1	4	3	i	-1	6
CCCNC(=O)C1(C)CCN(C(=O)c2cc(F)cc(F)c2)C1 (stereo unspecified)	-9	21	i	-4	-9	4	i	4	3
CC(/C=C/C=C/c1ccccc1)=N/NC(=O)CNc1ccc(C)cc1	-2	-2	i	0	5	3	i	10	0
COc1ccc(C2c3[nH]c4ccccc4c3C[C@H]3C(=O)N(C)CC(=O)N23)cc1OC (stereo partly specified)	0	9	i	3	3	6	i	-5	1
CC(=O)NCC(=O)NC1CCCc2c1cnn2-c1ccc(C(C)(C)C)cc1 (stereo unspecified)	-2	13	i	-2	1	17	i	1	5
COC(=O)c1ccc(Cl)c(NC(=O)NC2CCCCC2)c1	4	11	i	3	-5	4	i	8	0

In another format: 2 of the compounds above
The line under a structure holds: FAS-TE inh | SKN-1 block | Rpn11 block | Rin1-Abl PPI inh | CSN deneddyl inh | MLLE-PAM2 inh | Neddyl block | NadD block | MT1-MMP act inh
- Cc1cc(NC(=O)CCC(=O)N(Cc2cccs2)C(C(=O)NC2CCCC2)c2ccncc2)no1 (stereo unspecified)
→ 0 | -4 | i | 3 | 3 | 4 | i | -3 | 5
- Cc1cc(C(=O)OCC(=O)Nc2ccccc2Br)c(C)o1
→ 9 | 7 | i | -4 | 5 | 0 | i | 1 | 4

Record cards, from the list above. Screens in order: FAS-TE inh	SKN-1 block	Rpn11 block	Rin1-Abl PPI inh	CSN deneddyl inh	MLLE-PAM2 inh	Neddyl block	NadD block	MT1-MMP act inh
`CCCNC(=O)C1(C)CCN(C(=O)c2cc(F)cc(F)c2)C1` (stereo unspecified) is listed as -9	21	i	-4	-9	4	i	4	3
`Cc1cc(NC(=O)CCC(=O)N(Cc2cccs2)C(C(=O)NC2CCCC2)c2ccncc2)no1` (stereo unspecified) is listed as 0	-4	i	3	3	4	i	-3	5

Carrying on.
SMILES	FAS-TE inh	SKN-1 block	Rpn11 block	Rin1-Abl PPI inh	CSN deneddyl inh	MLLE-PAM2 inh	Neddyl block	NadD block	MT1-MMP act inh
O=C(N/N=C/c1cccs1)c1cccc(NC(=O)c2ccccc2Cl)c1	2	4	i	2	-1	2	i	3	-1
Cc1ccc(NC(=O)CCNS(=O)(=O)c2ccccc2)c(C(=O)c2ccccc2)c1	-5	-6	i	0	-2	0	i	-8	0
O=C(COC(=O)c1cc(Br)ccc1Cl)NC(=O)NCc1ccccc1	-4	-1	i	-1	-3	22	i	2	2
O=C(CNC(=O)c1ccncc1)Nc1ccc(F)c(F)c1	-3	-2	i	-2	2	-10	i	-5	0
CCOC(=O)/C=C/c1ccc2c(c1)S(=O)(=O)N(c1cccc(OC)c1)[C@H]2CC(=O)OCC	25	4	i	-3	0	-10	i	-4	5
Nc1nc2ncccn2c1-c1ccc(C(F)(F)F)cc1	nt	3	nt	nt	2	nt	nt	nt	2
O=C(NNC(=O)C1CCN(S(=O)(=O)c2c(Cl)cccc2Cl)CC1)c1ccccc1O	10	12	i	1	0	12	i	5	4
Cc1cc(C)n2ncc(-c3cccc(Br)c3)c2n1	13	5	i	-2	7	3	nt	-4	-1
O=c1oc2ccccc2c2c1cnc1ccccc12	-1	2	i	-4	-6	-1	i	1	4
Cc1cc(SCC(=O)N(C)CC(=O)Nc2ccc(F)cc2)nc2ccccc12	3	-2	i	-1	0	7	i	3	-8
Cc1nn(Cc2ccccc2)c(Cl)c1/C=C/C(=O)OC(C)C(=O)N1CCCC1 (stereo unspecified)	-2	5	i	-6	-4	-9	i	3	0
COc1ccc(Oc2cn[nH]c2-c2ccc(OCC(=O)NN)cc2O)cc1	-159	2	i	-1	0	-8	i	8	2
Cc1cc(C)nc(N/N=C/c2cn[nH]c2-c2ccccc2)n1	-2	-2	i	1	-3	-9	i	1	1
Cc1cc(SCNC(=O)c2ccccc2)nc(C(C)C)n1	-1	-6	i	1	-2	41*	i	-10	2
O=C1NN(c2ccccc2)C(=O)/C1=C\c1coc2ccc(O)cc2c1=O	-2	-11	i	1	-2	17	i	3	-5

For reference, part of the list above:
SMILES	FAS-TE inh	SKN-1 block	Rpn11 block	Rin1-Abl PPI inh	CSN deneddyl inh	MLLE-PAM2 inh	Neddyl block	NadD block	MT1-MMP act inh
Nc1nc2ncccn2c1-c1ccc(C(F)(F)F)cc1	nt	3	nt	nt	2	nt	nt	nt	2
O=C(NNC(=O)C1CCN(S(=O)(=O)c2c(Cl)cccc2Cl)CC1)c1ccccc1O	10	12	i	1	0	12	i	5	4
Cc1cc(C)n2ncc(-c3cccc(Br)c3)c2n1	13	5	i	-2	7	3	nt	-4	-1
O=c1oc2ccccc2c2c1cnc1ccccc12	-1	2	i	-4	-6	-1	i	1	4
Cc1cc(SCC(=O)N(C)CC(=O)Nc2ccc(F)cc2)nc2ccccc12	3	-2	i	-1	0	7	i	3	-8
Cc1nn(Cc2ccccc2)c(Cl)c1/C=C/C(=O)OC(C)C(=O)N1CCCC1 (stereo unspecified)	-2	5	i	-6	-4	-9	i	3	0
COc1ccc(Oc2cn[nH]c2-c2ccc(OCC(=O)NN)cc2O)cc1	-159	2	i	-1	0	-8	i	8	2

Carrying on.
SMILES	FAS-TE inh	SKN-1 block	Rpn11 block	Rin1-Abl PPI inh	CSN deneddyl inh	MLLE-PAM2 inh	Neddyl block	NadD block	MT1-MMP act inh
CSc1cccc(N2CC(C(=O)Nc3cccc(S(=O)(=O)N4CCCC4)c3)CC2=O)c1 (stereo unspecified)	3	27	i	3	-2	-120	i	5	-3
CC(C)c1ccc2nc(N)sc2c1	-3	-2	i	-3	2	-15	i	0	-5
CC(=O)Nc1ccc(S(=O)(=O)Oc2cccc(/C=C3\SC(N)=NC3=O)c2)cc1	-6	2	i	3	2	5	i	1	0
Cc1nc(SCC(=O)Nn2c(-c3ccccc3)nc3ccccc3c2=O)n[nH]1	-5	-9	i	2	-2	-9	i	-1	0
O=C(Nc1cc(Cl)ccc1Cl)C1CC(=O)N(c2ccccc2)C1 (stereo unspecified)	3	11	i	-2	7	15	i	-8	2
Cc1cc(C)c2c(N)c(S(=O)c3ccc(C(C)(C)C)cc3)sc2n1 (stereo unspecified)	10	13	i	1	1	29	i	13	11
Cc1[nH]n(-c2ccccc2)c(=O)c1/C=N/N(C)c1ccccc1	-1	6	i	2	1	-16	i	-5	9
COC(=O)CSc1nnc(-c2ccc3c(c2)OCO3)n1C	-9	4	i	1	-6	-7	i	-4	4
O=C(CCn1cccc1)Nc1nccs1	-3	-7	i	-3	0	8	i	-8	-7
COc1cc(/C=C/C(=O)OCC(=O)NC(=O)NC(C)C)cc(OC)c1OC	-8	-7	i	-3	-6	-1	i	4	10
CN(Cc1ccccc1)C(=O)c1ccc(NC(=O)Cc2ccc(NC(=O)C3CCN(S(=O)(=O)c4cccc([N+](=O)[O-])c4)CC3)cc2)cc1	68*	8	i	-2	-1	-3	i	21	0
CCn1ccnc1CN(C)Cc1cn(-c2ccccc2)nc1-c1ccc(OC)cc1F	7	4	i	4	5	8	i	-6	-7
CCCS(=O)(=O)NC(=O)C1(C)CCN(C(=O)C2(c3ccc(Cl)cc3)CCCC2)C1 (stereo unspecified)	-5	-11	i	-2	2	-8	i	1	3
C/C=C/C=C/C(=O)O	-3	-15	i	1	-1	11	i	3	-1
COc1ccccc1C(=O)NCCC(=O)NCCc1ccccc1	-2	-9	i	-1	-4	-2	i	7	2
Cc1ccc(Nc2nnc(SCC(=O)c3c(N)n(C4CC4)c(=O)[nH]c3=O)s2)cc1C	8	0	i	4	7	-75	i	3	4
O=C(Nc1ccc2c(c1)OCCO2)C1c2ccccc2OCC(=O)N1CCCN1CCOCC1 (stereo unspecified)	-13	14	nt	nt	4	nt	i	5	0
